Compound activity as filed in PubChem.
EPAC1 agonist – agonists of human EPAC1; O95398; EPAC1 agonist qHTS, biochemical assay; response scale: 100% = response to 6.5 mM cAMP; Potency, µM (titrated, usually from 154 µM), for inactives: top-dose activation, usual class: activators; 360,000 tested, 0.073% active; AID 720707; further: potency means the concentration at half of the fitted maximal effect; nearly all actives have a fitted effect of over 60% in size
Target sequence (O95398 whole entry, looked up): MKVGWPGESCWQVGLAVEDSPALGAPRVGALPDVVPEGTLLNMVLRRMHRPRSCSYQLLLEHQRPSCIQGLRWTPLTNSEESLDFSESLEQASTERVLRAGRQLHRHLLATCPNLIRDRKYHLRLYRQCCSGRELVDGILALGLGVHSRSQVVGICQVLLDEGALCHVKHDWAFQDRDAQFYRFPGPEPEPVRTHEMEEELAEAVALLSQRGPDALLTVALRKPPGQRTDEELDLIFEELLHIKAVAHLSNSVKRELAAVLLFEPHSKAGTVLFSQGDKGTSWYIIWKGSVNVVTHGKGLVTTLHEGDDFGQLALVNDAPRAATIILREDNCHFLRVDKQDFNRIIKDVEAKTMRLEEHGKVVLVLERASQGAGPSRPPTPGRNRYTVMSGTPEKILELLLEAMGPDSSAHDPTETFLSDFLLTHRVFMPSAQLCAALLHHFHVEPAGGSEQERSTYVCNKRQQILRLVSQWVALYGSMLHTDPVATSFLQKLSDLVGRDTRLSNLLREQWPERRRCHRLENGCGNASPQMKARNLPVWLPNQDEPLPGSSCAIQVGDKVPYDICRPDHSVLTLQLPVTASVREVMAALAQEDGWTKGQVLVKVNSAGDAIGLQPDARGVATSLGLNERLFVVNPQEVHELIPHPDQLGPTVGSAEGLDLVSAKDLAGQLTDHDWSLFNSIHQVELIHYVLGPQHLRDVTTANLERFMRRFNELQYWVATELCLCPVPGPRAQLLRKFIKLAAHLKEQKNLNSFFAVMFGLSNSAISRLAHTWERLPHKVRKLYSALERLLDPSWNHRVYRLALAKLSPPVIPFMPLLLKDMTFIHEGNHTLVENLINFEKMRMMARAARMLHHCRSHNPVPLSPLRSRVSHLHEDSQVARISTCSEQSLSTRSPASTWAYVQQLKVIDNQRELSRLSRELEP
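Read-out is the fluorescence drop as BODIPY-GDP leaves Rap1B (480 nm excitation, 540 nm emission), recorded every 5 minutes over 30 minutes. Reactions held 100 nM EPAC1, 250 nM Rap1B–BODIPY-GDP and 50 uM GDP, with 6.5 mM cAMP setting full activation.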
WRN inhibitor – inhibitors of human WRN helicase; Q14191; WRN helicase unwinding, fluorescent forked duplex, kinetic; Potency, µM (top dose mostly 114 µM), without a hit: top-dose activity change, negative = inhibition, most hits filed as inhibitors; 360,000 tested, 0.46% active; AID 651768; further: potency means the concentration at half of the fitted maximal effect; on the % scale 0 is the no-effect control and ±100 the full control effect; nearly all actives have a fitted effect of over 55% in size
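Screening of the MLSMR collection measured strand separation of a quenched forked DNA duplex (100 nM) by 20 nM WRN with 2 mM ATP, all final. Compounds were preincubated with enzyme 15 min at room temperature.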
EPAC1 antag – EPAC1 (human) antagonism; O95398; EPAC1 GEF assay, Rap1b-BODIPY-GDP exchange fluorescence; Potency, µM (series often up to 115 µM), for the others: top-dose activity change, negative = inhibition, actives largely listed as inhibitors; 360,000 tested, 0.14% active; AID 720709;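 further: potency means the concentration at half of the fitted maximal effect; plate controls were vehicle for no effect and positive control for full effect; nearly all actives have a fitted effect of over 50% in size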
PI5P4K alpha inh – PI5P4K alpha (human) kinase inhibition; PI5P4Kalpha enzyme, ADP-Glo luminescence, 60 min; active compounds read low; 330,000 tested, 1.2% active; max response, %; AID 652105; active means max response of -50% or lower; inconclusive means between -30% and -50%; inactive means -30% or higher; further: value at the top dose of about 77 µM; on the % scale 0 is the no-effect control and ±100 the full control effect
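qHTS, 1536-well: enzyme/substrate mix, compound by pin tool, 5 microM ATP final; RT 60 min; ADP-Glo reagents 1 (45 min) then 2 (30 min); luminescence.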
EPAC2 ag – activates human EPAC2 exchange factor; Q8WZA2; EPAC2 activation, biochemical qHTS; response scale: 100% = 6.5 mM cAMP response; Potency, µM (highest dose often 154 µM), for inactives: at the top dose activation, usual class: activators; 360,000 tested, 0.079% active; AID 720711; further: potency means the concentration at half of the fitted maximal effect; nearly all actives have a fitted effect of over 50% in size
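Guanine nucleotide exchange by EPAC2 is measured as reduced fluorescence of BODIPY-GDP once it is released from 250 nM Rap1B. Plates are read kinetically for 30 min at room temperature; results are scaled to 6.5 mM cAMP.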
PLK1 PBD block – PLK1 (human) polo-box domain binding inhibition. 360,000 tested, 2.8% active. AID 720504. Potency, µM, inactives show max response, negative = inhibition, hits mostly inhibitors. Plk1 PBD binding of FITC phosphopeptide, fluorescence polarization; further: potency means the concentration at half of the fitted maximal effect; series mostly up to about 57 µM; on the % scale 0 is the no-effect control and ±100 the full control effect; nearly all actives have a fitted effect of over 65% in size
IL2 activator – activators of IL-2; IL-2 activation reporter assay, cell-based qHTS; stimulated with anti-CD3/CD4/CD28 beads; in transgenic mouse T cells; 360,000 tested, 0.065% active; activation, % (series mostly up to about 46 µM); in the data active means activation above about 50%; inconclusive means mostly about 30% to 49%; further: 0% is about no effect
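Readout: EGFP and DsRed signals by fluorescent plate cytometry. Unstimulated transgenic mouse T cells received compound 60 min before antibody-bead stimulation, then incubated 18 h at 37 degrees C.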
CCT chaperon mod – modulators of cytosolic chaperonin (CCT/TRiC) activity; purified chaperonin ATPase assay, HTRF ADP detection, 30 min; AID 651819; activity change, % (concentration not given with the values), hits read low; 360,000 tested, 0.3% active; in the data active means activity change below about -30%; further: on the % scale 0 is the no-effect control and ±100 the full control effect
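We incubate TRiC, 40 or 20 nM final, with library compounds at 76 uM and 10 uM ATP for 30 min at 37 °C. ADP formed is detected with Transcreener HTRF reagents after 30 min at room temperature.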
* = called active by the depositor; ? = inconclusive; . = not tested or not shown; [ ] = dose if it differs, or a comment. Unless noted, the call rests on the fitted dose curve; in most records, active means well fitted curve in the direction sought with a large enough effect; inconclusive means small, poorly fitted or top-dose-only effect, or another doubt; inactive means no such curve, though single readings can be large; an effect the other way counts as inactive or inconclusive. These rows are one share of the data (hit frequency here may not be typical).

EPAC2 ag | WRN inhibitor | CCT chaperon mod | PLK1 PBD block | structure | EPAC1 agonist | PI5P4K alpha inh | IL2 activator | EPAC1 antag
4% | 8% | 0.2 | -19% | CCN1C(=O)/C(=C2/C=CC=CN2C)OC1=S | -2% | . | -1.3 | -2%
13% | 7% | -0.9 | -10% | CCOC(=S)SCc1cn2ccccc2n1 | 13% | 3 | 4.8 | -12%
-18% | ? | -1.7 | -3% | O=C(Nc1ccc2nc3ccccc3nc2c1)c1ccccc1 | -7% | 10 | 0.2 | -8%
-5% | -2% | 1.9 | 1% | CCn1nc(C)c(NC(=O)/C=C/c2ccc(OC)c(COc3ccc(Br)cc3)c2)c1C | 14% | . | -2.8 | 10%
-15% | -7% | -1.0 | -4% | Cc1nc(SCC(=O)N(C)C2CCCCC2)[nH]c(=O)c1Cc1ccccc1 | 4% | . | 0.3 | -4%
3% | 2% | 0.9 | 2% | NC(=O)Cn1nc(-c2ccccc2)nc1-c1ccccc1 | 3% | 0 | -0.3 | 7%
-11% | 10% | -0.2 | -8% | CCCc1ccc(OCc2ccc(C(=O)N/N=C/c3cccnc3)o2)cc1 | -26% | 0 | -0.1 | -23%
3% | 3% | -11 | -9% | O=C(O)CCCCCNC(=O)/C(=C\c1ccco1)NC(=O)c1ccco1 | 9% | 0 | 0.4 | -12%
-7% | 5% | -1.0 | 2% | O=C(NCc1ccc(F)cc1)C1CC(=O)N(C2CCCCC2)C1 (configuration not stated) | -10% | 4 | -1.3 | 9%
6% | -2% | 1.1 | -8% | O=C(NCc1ccccc1)c1onc(CSc2ccccn2)c1C(=O)NCc1ccccc1 | 2% | 1 | -0.3 | -26%
1% | -16% | -3.4 | 1% | COc1ccccc1C(=O)NCCC(=O)NCC(c1ccccc1)N(C)C (configuration not stated) | -15% | 6 | -2.3 | -4%
13% | 2% | -2.2 | -3% | Clc1cccc2sc(N3CCN(c4ccccc4)CC3)nc12 | 5% | 32 | -2.9 | -10%
6% | -15% | -1.4 | 3% | COc1ccc(C(=O)c2cnc3ccccc3c2-c2ccccc2)cc1 | 16% | . | -3.2 | -5%
-4% | 10% | 0.4 | ? | CC(=O)C1=C(O)C(=O)N(c2ccc(Br)cn2)C1c1ccccc1[N+](=O)[O-] (configuration not stated) | 4% | -9 | -0.2 | -6%
8% | 4% | -0.8 | -9% | CCOc1ccc(S(=O)(=O)NCc2ccc3c(c2)OCO3)cc1NC(C)=O | 10% | -3 | 1.4 | -15%
5% | 5% | -3.2 | -11% | Cc1cccc(NC(=O)C2CCN(C(=O)c3ccccc3C)CC2)n1 | 4% | -2 | 2.6 | -9%
1% | 2% | 1.1 | -12% | Cc1cccc(C(=O)N2CCCC(Nc3ccc(C(C)C)cc3)C2)n1 (configuration not stated) | 3% | -1 | -1.3 | 15%
6% | -2%[11.6 µM] | -0.8 | 2% | COc1cc(/C=N/Nc2nncn2N)ccc1OCc1c(C)no[n+]1[O-] | 1% | -2 | -0.1 | 17%
3% | 9% | -1.4 | -3% | CC(C)=CCOc1ccc2ccc(=O)oc2c1 | -22% | -5 | -0.5 | -2%
10% | -4% | -2.7 | -5% | COc1ccc(/C=C/C(=O)c2ccc3ccccc3c2O)cc1CN1CCOCC1 | 1% | 14 | -2.9 | -9%
7% | -4% | 1.1 | 3% | Cn1c(=O)c2c(nc(CN3CCN(CCO)CC3)n2Cc2ccccc2Cl)n(C)c1=O | -3% | 0 | -2.2 | -10%
8% | -22% | 2.6 | -5% | O=C(c1ccccc1F)N1CCN(Cc2ccc3c(c2)OCO3)CC1 | 6% | -8 | 0.0 | -23%
8% | -6% | -1.7 | 2% | CC(OC(=O)C1CC(=O)N(Cc2ccco2)C1)C(=O)Nc1ccccc1[N+](=O)[O-] (configuration not stated) | 1% | -2 | -5.9 | 11%
-2% | -8% | -3.0 | ? | N#Cc1c(NC(=S)NC(=O)c2ccccc2)sc2c1CCCC2 | -5% | -10 | -0.4 | 2%
5% | 9% | 1.2 | -15% | COc1cccc(NC(=O)c2sc(Cl)nc2C)c1 | -6% | -1 | -2.5 | -11%
-1% | -22% | 1.0 | -16% | O=C(Nc1c2c(nn1-c1ccccc1)CS(=O)(=O)C2)C1CCCC1 | -6% | 4 | -0.5 | -7%
2% | -6% | -0.1 | -4% | COc1ccc(N=Cc2ccc(CNS(=O)(=O)c3ccc(Cl)cc3)o2)cc1 | -16% | 2 | -0.6 | -29%
-10% | -9% | -0.9 | -17% | COc1ccc2nc(N3C(=O)C(O)=C(C(=O)c4ccco4)C3c3ccco3)sc2c1 (configuration not stated) | -11% | 7 | 0.5 | -10%
9% | 0% | -0.3 | -15% | COc1ccc2cc3c(N)nn(C(=O)c4ccc(F)cc4)c3nc2c1 | 5% | -1 | -0.6 | 11%
8% | -2% | 0.2 | -2% | Cc1nc(-n2ncc(C#N)c2N)c2c3c(sc2n1)CCC3 | -2% | . | -2.3 | 11%
-4% | -15% | 1.5 | -25% | COc1cc(C=O)ccc1OCc1cn(CC(=O)c2ccc(O)cc2)nn1 | -2% | -19 | -0.5 | -5%
-15% | 12% | 0.6 | -29% | CC1CN(C(=O)c2ccccc2Sc2ccccc2C#N)CC(C)O1 (configuration not stated) | -6% | -3 | -0.3 | 11%
0% | -4% | 0.8 | 0% | O=C1CCC[C@@H]2CC(N3CCCCC3)C[C@@H]3CCN1[C@H]23 (some centres not stated) | -16% | -1 | 0.0 | -1%
1% | 5% | -1.1 | -12% | CCOC(=O)N1CCN(C(=O)CN(C)S(=O)(=O)c2ccc3c(c2)C(C)(C)C(=O)N3C)CC1 | 5% | 1 | -0.6 | -1%
8% | -7% | -1.7 | ? | COC(=O)c1sc2[nH]c(=S)n(N)c(=O)c2c1C | 9% | -60* | -0.1 | -15%
6% | -2% | -2.1 | -4% | O=C(COc1ccc(Cl)cc1Cl)N/N=C/CCc1ccccc1 | 11% | . | -0.8 | 7%
-2% | -7% | -2.0 | 0% | NC(C(=O)O)C1ON=C(Cl)C1O (configuration not stated) | -6% | -3 | -0.2 | -1%
-4% | -12% | 3.9 | -9% | COc1cc([N+](=O)[O-])cc(/C=N/N(CCC#N)C(C)=O)c1O | -7% | ? | 0.6 | -9%
-6% | 1% | -1.5 | 0% | COc1cc(NC(=O)Cn2nc(C(F)(F)F)c3c2CCCC3)cc(OC)c1OC | -21% | 0 | -0.1 | 5%
-1% | 79µM* | -1.7 | 6% | COc1ccccc1Nc1nc(NCCCN(C)C)nc(N)c1[N+](=O)[O-] | 6% | 0 | -3.0 | 5%
-6% | -2% | -3.6 | ? | CCOc1ccc(-c2nn3c(-c4ccccc4)nnc3s2)cc1 | 2% | . | -2.4 | 0%
3% | 0% | 0.1 | -4% | NCCCCCNC(=O)c1nc[nH]c1C(=O)NCC(=O)OCc1ccccc1 | -1% | 5 | 0.0 | -2%
19% | 2% | 2.1 | -14% | CNC(=O)c1ccsc1NC(=O)C1CCN(S(=O)(=O)c2cccs2)CC1 | 9% | 1 | -0.1 | -21%
6% | 13% | -4.8 | ? | CCOCc1nnc(NC(=O)C2CC(=O)N(CCc3ccc(F)cc3)C2)s1 (configuration not stated) | -7% | -5 | 0.2 | -26%
7% | -5% | -2.9 | -14% | CCCCCCN1C[C@H](n2cc(C3CC3)nn2)[C@@H](O)C[C@@H]1c1ccccc1 | -23% | 17 | -5.6 | -28%
2% | -9% | 1.9 | -1% | COc1ccc(OC(F)(F)F)cc1CC1(C)C(=O)Nc2ccc(-c3ccsc3)cc21 (configuration not stated) | -20% | 17 | -0.5 | -16%
3% | 0% | -1.5 | -6% | COc1ccccc1CNC(=O)CN(C)S(=O)(=O)c1ccc2c(c1)n(C)c(=O)c(=O)n2C | 5% | 1 | -1.7 | -16%
-7% | ? | -0.4 | 24µM* | COc1ccc(OCCC(=O)OCC(=O)NCc2ccco2)cc1 | -6% | ? | -0.6 | -4%
-2% | -4% | 0.6 | 3% | CS(=O)(=O)c1ccc(Cl)c(NC(=O)CCCc2nc3ccccc3c(=O)[nH]2)c1 | -4% | -3 | -4.4 | 3%
-1% | -4% | -2.3 | 4% | COc1ccc(OC)c(-c2nc(C(N)=O)c3[nH]c(=O)n(-c4ccc(F)cc4)c3n2)c1 | 8% | 0 | 0.1 | 3%
5% | -3% | -0.7 | 2% | Cc1cccc(C)c1NC(=O)COC(=O)c1ccc(N2CCCC2)c([N+](=O)[O-])c1 | -9% | -9 | 0.3 | 0%
-6% | -15% | -4.1 | 1% | Cc1ccc(C(c2nnnn2CC2CCCO2)N2CCN(c3cccc(C)c3C)CC2)cc1 (configuration not stated) | 7% | 2 | -0.1 | -24%
12% | 0% | -1.1 | -6% | CN1CCN(c2nc3ccccn3c(=O)c2/C=C(\C#N)S(=O)(=O)c2ccc(Cl)cc2)CC1 | 4% | -1 | 0.3 | -24%
16% | 0% | -1.0 | -13% | COc1ccc(C(=O)CSc2nnn(-c3cccc(NC(C)=O)c3)n2)cc1 | 4% | -2 | -5.1 | ?
-5% | 0% | -14 | -22% | CCc1c(C(=O)O)[nH]c2ccc(Br)cc12 | -5% | -15 | 0.9 | 3%
1% | -27% | -0.6 | 3µM* | Cc1ccnc(NC(c2ccsc2)c2ccc3ccc(C)nc3c2O)c1 (configuration not stated) | -2% | ? | -0.5 | -13%
9% | 1% | -1.2 | ? | COC(=O)CNC(=O)C1Nc2ccccc2C2C=CCC12 (configuration not stated) | 12% | ? | 0.2 | ?
5% | -19% | -0.5 | -16% | O=C(O)CC1=C(c2ccc(F)cc2)CCC1=O | -8% | -10 | 0.6 | -5%
4% | -7% | -3.2 | -16% | CCOc1ccc(S(N)(=O)=O)cc1-c1nc2c(C(C)(C)C)nn(C)c2c(=O)[nH]1 | 1% | -2 | -2.9 | -17%
0% | -1% | 0.9 | -2% | NS(=O)(=O)c1ccc(CCNC(=O)CSc2nc3ccsc3c(=O)n2C2CC2)cc1 | -1% | 1 | -3.2 | -6%
-1% | -4% | -0.1 | -10% | CC1=NN(C(=O)c2ccccc2C)C(O)(c2ccc(Cl)cc2)C1 (configuration not stated) | 6% | 5 | -1.0 | -1%
1% | -1% | -1.5 | -3% | CCCCNC(=O)CCn1nc(-c2ccccc2)c2ccccc2c1=O | -3% | 3 | 0.6 | 1%

Entries of single compounds from above. Screens in order: EPAC2 ag	WRN inhibitor	CCT chaperon mod	PLK1 PBD block	EPAC1 agonist	PI5P4K alpha inh	IL2 activator	EPAC1 antag
`COC(=O)CNC(=O)C1Nc2ccccc2C2C=CCC12` (configuration not stated) in the list: 9%	1%	-1.2	?	12%	?	0.2	?
`NS(=O)(=O)c1ccc(CCNC(=O)CSc2nc3ccsc3c(=O)n2C2CC2)cc1` in the list: 0%	-1%	0.9	-2%	-1%	1	-3.2	-6%
